Screening data deposited in PubChem BioAssay by Southern Research Specialized Biocontainment Screening Center.
M. tuberculosis HTS: M. tuberculosis growth inhibition, HTS (AID 449762); M. tuberculosis H37Rv growth inhibition, 7H9 media; higher % means a stronger effect; one-dose inhibition, % at 25 µM; IC50 in µM for titrated hits; 0.59% of 330,000 active; in the data active means a potency from the dose series; inconclusive means inhibition above about 70% without an active follow-up result;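 further: bacterial growth assessed after seven days of incubation; strong numbers were not always called active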
inhibitors of VEEV: inhibitors of VEEV TC-83 cytopathic effect, confirmation, Vero cells (AID 588727) | 0.13% of 350,000 active | inhibition, % at 20 µM; hits with a dose series show IC50 in µM | Vero cells, VEEV TC-83 cytopathic effect inhibition; higher % means a stronger effect; in the data active means a potency from the dose series; inconclusive means inhibition mostly from about 14% at the one dose, without a potency; inactive means the rest, 99 in 100 with inhibition below about 12%; further: strong numbers were not always called active
influenza NS1A: H1N1 influenza NS1A inhibitors, functional cell based assay (AID 504329) | NS1A functional cell-based assay, percent inhibition; higher % means a stronger effect | inhibition, % at 12.5 µM; hits with a dose series show IC50 in µM | 0.3% of 340,000 active; in the data active means a potency from the dose series; inconclusive means inhibition above about 27% without an active follow-up result; further: strong numbers were not always called active
M. tuberculosis: growth inhibition of non-replicating M. tuberculosis (AID 488890). 0.39% of 320,000 active. inhibition, % at 25 µM; hits with a dose series show IC50 in µM. Mycobacterium tuberculosis non-replicating, growth inhibition; higher % means a stronger effect; in the data active means a potency from the dose series; inconclusive means inhibition mostly from about 82% at the one dose, without a potency; inactive means the rest, 99 in 100 with inhibition below about 76%;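 further: plate controls were DMSO cells for no effect and high antibiotic wells for full effect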
Salmonella PhoP GFP: PhoP regulon inhibitors, Salmonella typhi PhoP promoter GFP reporter, confirmatory (AID 1850). Salmonella Typhi PhoP-promoter GFP reporter, fluorescence, 4 h; higher % means a stronger effect. one-dose inhibition, % at 50 µM; IC50 in µM for titrated hits. 0.33% of 310,000 active; in the data active means a potency from the dose series; inconclusive means inhibition mostly from about 25% at the one dose, without a potency; inactive means the rest, 99 in 100 with inhibition below about 19%;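 further: 0% = induced wells with vehicle and 100% = uninduced wells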
inhibitors of VEEV 10K pilot screen: recorded beside inhibitors of VEEV, whose call it bears; inhibition, %; measured here: 10K pilot screen inhibition
Starred values were filed as active, the others as inactive; i = inactive; ? = inconclusive; . = no result given.

Sample of the layout (18 entries):
SMILES	M. tuberculosis HTS	inhibitors of VEEV	influenza NS1A	M. tuberculosis	Salmonella PhoP GFP	others
O=C(C[n+]1ccn(CCCNP2(=O)C=C(c3ccccc3)OC(c3ccccc3)=C2)c1)c1ccccc1	19%	i	-6%	62%	3%
O=C(c1cc2c(s1)CCCCCC2)N1CCC2(CC1)OCCO2	-11%	2.9%	-3%	21%	-8%	inhibitors of VEEV 10K pilot screen=0.3
CCCC(=O)NC(c1ccc2c(c1)OCO2)c1cc(Cl)c2cccnc2c1O (stereo unspecified)	-2%	1.5%	-2%	-10%	2%
CCCCNC(=O)CO/N=C(\C)c1cc2ccccc2o1	-2%	0.1%	-1%	16%	1%
N/C(CCS(=O)(=O)c1ccc(Cl)cc1)=N\OC(=O)c1ccccc1C(F)(F)F	-7%	6.3%	2%	20%	1%
c1ccc(-c2ccc(CN3C[C@@H]4C(c5ccccc5)C5(c6cccnc6)CC4(C5)[C@H]3c3ccccc3)cc2)cc1 (stereo partly specified)	1%	i	-3%	45%	2%	inhibitors of VEEV 10K pilot screen=0.0
Cc1ccc(Sc2oc(/C=N/n3cnnc3)cc2Br)cc1	1%	0.9%	-1%	23%	-2%
COc1ccccc1C(CNC(=O)c1oc2ccccc2c1C)N1CCCC1 (stereo unspecified)	-4%	2.4%	-1%	65%	.
CC(C)(O)C(O)COc1c2ccoc2cc2oc(=O)ccc12 (stereo unspecified)	-9%	0.7%	-7%	2%	4%
COc1ccc(NC2CCCN(C(=O)c3ccc(C(C)=O)s3)C2)cc1 (stereo unspecified)	4%	i	8%	13%	-17%
Cc1ccc(CCNCc2c(C(=O)O)c(C)n(-c3ccccc3)c2C)cc1	.	0.2%	5%	.	.
CCn1c(O)c(C=NCc2ccccc2)sc1=S	1%	4.0%	-1%	29%	2%
COC(=O)CNC(=O)/C=C/c1ccc(OC)cc1	-3%	i	1%	48%	0%
Cc1ccc(N(CC(=O)NCc2ccccc2)S(=O)(=O)c2c(C)noc2C)cc1	-8%	i	10%	-3%	-2%
O=C(Cc1ccccc1)Nc1ccc(NC(=O)c2cccs2)cc1Cl	-5%	i	-17%	12%	12%
O=C(N1CCOCC1)N1CCC(n2nnc3cc(F)ccc32)CC1	.	5.0%	13%	-8%	1%
O=S(=O)(c1ccccc1Oc1ccc(Cl)cc1Cl)N1CCCCC1	7%	1.3%	-1%	2%	2%
Cc1c(C(=O)Nc2nccs2)oc2ccc(Br)cc12	6%	i	0%	40%	.

This part in full, from the start:
SMILES	M. tuberculosis HTS	inhibitors of VEEV	influenza NS1A	M. tuberculosis	Salmonella PhoP GFP	others
O=C(C[n+]1ccn(CCCNP2(=O)C=C(c3ccccc3)OC(c3ccccc3)=C2)c1)c1ccccc1	19%	i	-6%	62%	3%
O=C(c1cc2c(s1)CCCCCC2)N1CCC2(CC1)OCCO2	-11%	2.9%	-3%	21%	-8%	inhibitors of VEEV 10K pilot screen=0.3
CCCC(=O)NC(c1ccc2c(c1)OCO2)c1cc(Cl)c2cccnc2c1O (stereo unspecified)	-2%	1.5%	-2%	-10%	2%
CCCCNC(=O)CO/N=C(\C)c1cc2ccccc2o1	-2%	0.1%	-1%	16%	1%
N/C(CCS(=O)(=O)c1ccc(Cl)cc1)=N\OC(=O)c1ccccc1C(F)(F)F	-7%	6.3%	2%	20%	1%
c1ccc(-c2ccc(CN3C[C@@H]4C(c5ccccc5)C5(c6cccnc6)CC4(C5)[C@H]3c3ccccc3)cc2)cc1 (stereo partly specified)	1%	i	-3%	45%	2%	inhibitors of VEEV 10K pilot screen=0.0
Cc1ccc(Sc2oc(/C=N/n3cnnc3)cc2Br)cc1	1%	0.9%	-1%	23%	-2%
COc1ccccc1C(CNC(=O)c1oc2ccccc2c1C)N1CCCC1 (stereo unspecified)	-4%	2.4%	-1%	65%	.
CC(C)(O)C(O)COc1c2ccoc2cc2oc(=O)ccc12 (stereo unspecified)	-9%	0.7%	-7%	2%	4%
COc1ccc(NC2CCCN(C(=O)c3ccc(C(C)=O)s3)C2)cc1 (stereo unspecified)	4%	i	8%	13%	-17%
Cc1ccc(CCNCc2c(C(=O)O)c(C)n(-c3ccccc3)c2C)cc1	.	0.2%	5%	.	.
CCn1c(O)c(C=NCc2ccccc2)sc1=S	1%	4.0%	-1%	29%	2%
COC(=O)CNC(=O)/C=C/c1ccc(OC)cc1	-3%	i	1%	48%	0%
Cc1ccc(N(CC(=O)NCc2ccccc2)S(=O)(=O)c2c(C)noc2C)cc1	-8%	i	10%	-3%	-2%
O=C(Cc1ccccc1)Nc1ccc(NC(=O)c2cccs2)cc1Cl	-5%	i	-17%	12%	12%
O=C(N1CCOCC1)N1CCC(n2nnc3cc(F)ccc32)CC1	.	5.0%	13%	-8%	1%
O=S(=O)(c1ccccc1Oc1ccc(Cl)cc1Cl)N1CCCCC1	7%	1.3%	-1%	2%	2%
Cc1c(C(=O)Nc2nccs2)oc2ccc(Br)cc12	6%	i	0%	40%	.
COc1ccc(OC)c(/C=N\NC(=O)c2ccc(-c3ccccc3)cc2)c1	-5%	5.7%	19%	0%	-1%
CCNC(=O)NC(=O)CSc1nnc(-c2c[nH]c3ccccc23)o1	3%	1.9%	7%	54%	3%
CCc1ccc(S(=O)(=O)Nc2cccc(-c3ccc4nncn4n3)c2)s1	9%	i	9%	23%	-6%
COc1ccccc1CNC(=O)[C@@H](NC(=O)C1CCN(C(=O)[C@@H]2CCCN2C(=O)OC(C)(C)C)CC1)C(C)C	-8%	0.1%	-10%	31%	0%
C/C(NCC(C)(C)CN(C)C)=C(/C#N)C(=O)NCc1ccccc1	1%	1.7%	-1%	-5%	-3%
CC1=C(C(=O)Nc2ccccc2C)C2(CCCCC2)C(C(N)=O)C(=S)N1 (stereo unspecified)	-1%	0.3%	7%	-7%	-2%
COc1ccc(C(=O)NC2CCN(Cc3c(F)cccc3Cl)CC2)cc1OC	-5%	i	15%	8%	-9%
O=C(CC1CCCC1)Nc1ccc2c(c1)CCC2	10%	0.2%	-4%	60%	0%
Cc1cc(C)cc(NC(=O)CCNC(=O)N2C[C@H]3C[C@@H](C2)c2cccc(=O)n2C3)c1	-7%	1.0%	2%	-6%	1%
Nc1[nH][nH]c(=O)c1N=Nc1ccc2c(c1)OCO2	37%	4.7%	5%	40%	4%
COc1ccc(NC(=O)Cc2csc(NC(=O)Nc3ccccc3OC)n2)c(OC)c1	62%	9.3%	-2%	30%	6%
O=C(CCN1CCN(C/C=C/c2ccccc2)CC1)Nc1ccc(Cl)cc1	7%	0.7%	5%	i	-1%
CCOc1ccc(CCNC(=O)COC(=O)c2nc(Cl)ccc2Cl)cc1OCC	0%	2.6%	0%	7%	-2%
CC(C)CNC(=O)COC(=O)CNC(=O)c1cc(Cl)cc([N+](=O)[O-])c1	0%	0.1%	-8%	-7%	0%	inhibitors of VEEV 10K pilot screen=1.4
O=c1c2ccccc2[nH]c(=S)n1CCCN1CCN(c2ccccc2F)CC1	?	>25µM*	-9%	32%	2%
CC(CN1CCOCC1)c1ccccc1 (stereo unspecified)	-11%	0.7%	-4%	-8%	6%
COc1cc(NC(=O)CN2C(=O)NC(c3ccccc3)(c3ccccc3)C2=O)cc(OC)c1	-1%	5.4%	11%	5%	-4%
CC(=O)N1CCN(C(=O)c2ccc(Cl)c(S(=O)(=O)N3CCCCCC3)c2)CC1	-3%	1.7%	-9%	-7%	.
Cn1c(=O)[nH]c(=O)c2[nH]c(NCCCN3CCOCC3)nc21	-6%	1.3%	-3%	-16%	3%
C=CCc1c(C)nc(-c2ccccc2)nc1Nc1ccccc1O	19%	1.3%	-8%	21%	-2%
O=S(=O)(c1ccc(F)c(F)c1)N1CCC2(CC1)OCCO2	-11%	i	-3%	-1%	2%
COc1cc(CNCCc2ccccc2F)ccc1OCC(=O)N1CCCCC1	-5%	i	-2%	4%	0%
COc1ccc(NC(=O)c2cc(OC)c(OC)c(OC)c2Br)cc1OC	3%	0.0%	-6%	-4%	2%
Cc1ccc2oc(C(=O)N(CCO)Cc3ccccc3)c(C)c2c1	3%	0.9%	-4%	18%	-6%
CC1CCCN(C(=O)CSc2nnc3n(C4CCCC4)c(=O)c4ccccc4n23)C1 (stereo unspecified)	6%	i	-4%	10%	6%
COn1c(=O)c(-c2ccc(F)cc2)[n+]([O-])c2ccccc21	8%	1.0%	-8%	11%	6%
O=C(CCCN1C(=O)c2cccc3cccc(c23)C1=O)N1CCN(c2ccc(F)cc2)CC1	0%	8.1%	7%	45%	4%
CCOc1ccc(N(C(C)C(=O)NC2CCCCCC2)S(C)(=O)=O)cc1 (stereo unspecified)	-6%	1.3%	7%	-4%	-6%
CCOCCCNC(=O)CN1C(=O)/C(=C/c2ccccc2)Sc2ccccc21	-5%	6.7%	-3%	4%	0%
CN(c1ccccc1)S(=O)(=O)c1cccc(C(=O)OCC(=O)NCc2ccc3c(c2)OCO3)c1	-7%	i	-9%	15%	-10%
CCCOc1cccc(-c2cc(C(=O)NN)c3ccccc3n2)c1	1%	1.0%	2%	40%	-6%
CC[C@]1(C(=O)OC)[C@H]2C(=O)N(Cc3ccccc3)C(=O)[C@H]2[C@H]2CN=C(SCc3ccc(C)cc3)N21	.	0.3%	-4%	.	.
COc1ccc(Cl)cc1NC(=O)CN1C(=O)CCS(=O)(=O)c2ccccc21	.	4.5%	-9%	.	.
CSCCC(NC(=O)c1ccccc1Br)C(=O)N1CCC(C)CC1 (stereo unspecified)	13%	0.5%	-9%	1%	12%
C/C(=N\NC(=O)c1nnn(-c2nonc2N)c1-c1ccccc1)c1ccccc1O	9%	?	0%	5%	10%
CCCCOc1ccc(Cl)cc1Nc1nc(NCCO)nc(N2CCCC2)n1	5%	8.2%	-4%	4%	-3%	inhibitors of VEEV 10K pilot screen=6.2
CC(=O)c1ccc(S(=O)(=O)N2CCC(NC(=O)c3ccccc3)CC2)cc1	2%	0.4%	0%	-11%	9%
CN(CC(=O)N1CCN(c2ccc(F)cc2)CC1)S(=O)(=O)c1ccc(F)cc1	-14%	0.2%	-9%	8%	-10%
O=C(Cc1ccc(NC(=O)C2CCN(C(=O)C3CCC3)CC2)cc1)Nc1ccc(C(=O)N2CCOCC2)cc1	.	i	-1%	.	.
Cc1ccc(CN2CC(C(=O)N(C)CC(=O)Nc3cccc(F)c3)CC2=O)cc1 (stereo unspecified)	-6%	7.5%	-14%	-11%	-10%
O=[N+]([O-])c1cccc(-c2noc(-c3cccs3)n2)c1	2%	2.5%	13%	2%	-4%
CCc1ccc(NC(=O)CSc2nnc(CNC(=O)c3cccs3)o2)cc1	38%	0.4%	2%	16%	3%

The last 2 records of the part before are carried over, then new ones follow.
SMILES	M. tuberculosis HTS	inhibitors of VEEV	influenza NS1A	M. tuberculosis	Salmonella PhoP GFP	others
O=[N+]([O-])c1cccc(-c2noc(-c3cccs3)n2)c1	2%	2.5%	13%	2%	-4%
CCc1ccc(NC(=O)CSc2nnc(CNC(=O)c3cccs3)o2)cc1	38%	0.4%	2%	16%	3%
CC1(C)CC(=O)C(Sc2ccc(Br)cc2)=C(O)C1	-3%	1.5%	-1%	14%	0%
CN(C)c1ccc(C(CNC(=O)c2ccccc2)c2c[nH]c3ccccc23)cc1 (stereo unspecified)	24%	6.5%	1%	23%	-4%
Cc1nc(CS(=O)(=O)c2ccccn2)sc1C(=O)NNC(=O)c1ccccc1	3%	3.0%	3%	-11%	1%
CCC(C)(C)NC(=O)C(C)OC(=O)c1nsc(Cl)c1Cl (stereo unspecified)	-2%	1.3%	6%	1%	-8%
COc1cccc(NC(=O)Nc2cc(C(=O)O)ccc2C)c1	16%	1.0%	10%	-8%	2%
CCOc1ccc(N(CC(=O)NC2CCCCCC2)S(=O)(=O)c2ccccc2)cc1	-5%	1.2%	-11%	-8%	-3%
COC(=O)[C@@]1(Cc2ccc(OC)cc2)[C@H]2c3cc(C(=O)N(C)C)[nH]c3C[C@H]2CN1C(=O)c1ccccc1	-4%	1.1%	-13%	15%	3%
CC1CCC(C(=O)NC(C(=O)N2CCc3ccccc3C2)C(C)C)CC1 (stereo unspecified)	5%	0.5%	-2%	3%	5%
C[C@@H](NS(=O)(=O)c1ccc(Br)cc1F)[C@@H](O)c1ccccc1	.	i	-8%	.	.
Cc1ccc(/C=N\NC(=O)CC(=O)NCCc2ccccc2)cc1	-2%	i	20%	-2%	3%
Cc1cc(C)c(S(=O)(=O)N2CCN(c3ccccc3)CC2)c(C)c1	6%	1.3%	20%	10%	-8%
